Source: PubChem
STEP inh – STEP (human) phosphatase inhibition. recombinant STEP, OMFP fluorogenic substrate, fluorescence. inhibition, % at 20 µM. 360,000 tested, 0.25% active;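 active means inhibition at 20 µM, scaled per plate between control wells, above about 37%, limit read from the data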;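 further: 0% = DMSO with enzyme and substrate and 100% = substrate only without enzyme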
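Material: STEP (striatal-enriched tyrosine phosphatase) enzyme, cell-free; Compound dosing: 20 µM single dose in 1% DMSO; Technique: fluorescence read at 480 nm ex / 540 nm em; Times: reaction 20 min, ambient temperature; Medium: 50 mM Bis-Tris pH 6.0 with 2.5 mM DTT and 0.005% Tween 20; Also added: OMFP at 25 µM.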
Neddylation inh – blocks human cullin neddylation | 360,000 tested, 0.58% active | calls only at 25 µM | TR-FRET cullin neddylation, biochemical | AID 651699; in the data active means inhibition above about 36%
LMPTP block – blocks human LMPTP phosphatase; P24666; inhibition, % at 20 µM; recombinant LMPTP-A, OMFP fluorogenic substrate, fluorescence intensity; 360,000 tested, 0.22% active;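 active means compounds that cut the enzyme signal by at least half of the control window in the single-dose screen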;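 further: plate controls were DMSO wells with enzyme plus substrate for no effect and substrate without enzyme for full effect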
Target sequence (P24666 whole entry, looked up): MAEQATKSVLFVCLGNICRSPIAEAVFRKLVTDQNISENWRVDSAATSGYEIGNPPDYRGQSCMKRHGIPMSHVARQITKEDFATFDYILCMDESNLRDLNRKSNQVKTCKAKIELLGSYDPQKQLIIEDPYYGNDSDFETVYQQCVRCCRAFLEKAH
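test system = LMPTP-A | amount = 0.625 nM LMPTP-A final | reagent = fluorogenic phosphatase substrate OMFP at 400 µM final | incubation = 50 min at room temperature | benchmarks = no-enzyme low control, uninhibited high control | medium = Bis-Tris pH 6.0, DTT, detergent | signal = fluorescence intensity of OMFP turnover product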
CSN deneddyl inh – blocks human CSN-mediated cullin deneddylation; Q92905; Purified CSN, SCF-Nedd8-OG deneddylation, fluorescence polarization; inhibition, % at 12.5 µM; 360,000 tested, 0.38% active;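 active means pattern-corrected inhibition above about 35%, with an unprinted fluorescence ratio check between 0.5 and 1.5, limit read from the data, passing the limit was not always enough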;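 further: 0% = enzyme with substrate and 100% = substrate without enzyme; some results filed as inactive read as strong as hits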
Target sequence (Q92905 whole entry, looked up, one chain of several): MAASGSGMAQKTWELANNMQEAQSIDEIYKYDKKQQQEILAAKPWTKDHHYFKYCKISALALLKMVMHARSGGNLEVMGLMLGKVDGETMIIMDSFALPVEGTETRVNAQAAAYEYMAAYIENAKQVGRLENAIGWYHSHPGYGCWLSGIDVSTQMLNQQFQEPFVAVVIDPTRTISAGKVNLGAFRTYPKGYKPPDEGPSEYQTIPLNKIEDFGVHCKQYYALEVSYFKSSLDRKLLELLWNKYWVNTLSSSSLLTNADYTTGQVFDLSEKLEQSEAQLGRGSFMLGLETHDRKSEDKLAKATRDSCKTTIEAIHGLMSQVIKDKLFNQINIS
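Test system: purified human Csn5 enzyme expressed in HEK293T cells. Amount: 0.24 nM enzyme. Reagent: SCFSkp2-Nedd8OG substrate at 10 nM final. Schedule: 90 min incubation of compound, enzyme and substrate at room temperature. Detection: fluorescence polarization. Read-out: % inhibition of substrate cleavage by Csn5.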
Rpn11 block – inhibitors of human proteasome Rpn11; calls only at 20 µM; human 26S proteasome, Ub4-pepOG fluorescence polarization; 20S core pre-blocked with epoxomicin; O00487; AID 588493; 360,000 tested, 0.59% active;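 active means inhibition at 20 µM, scaled to each plate's controls, above about 33%, limit read from the data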
Target sequence (O00487 whole entry, looked up): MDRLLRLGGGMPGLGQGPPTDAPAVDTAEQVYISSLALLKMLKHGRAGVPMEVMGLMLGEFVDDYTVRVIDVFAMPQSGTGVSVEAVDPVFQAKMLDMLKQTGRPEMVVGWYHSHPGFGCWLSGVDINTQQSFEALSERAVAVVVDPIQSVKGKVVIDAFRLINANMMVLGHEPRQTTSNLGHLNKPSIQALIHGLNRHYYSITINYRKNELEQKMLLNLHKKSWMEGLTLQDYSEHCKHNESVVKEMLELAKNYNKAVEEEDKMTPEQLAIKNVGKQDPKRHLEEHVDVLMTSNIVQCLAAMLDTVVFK
SUMO1 PPI mod – alters human SUMO1 binding to SIM partners. inhibition, % at 20 µM. AID 602429. 360,000 tested, 0.33% active. SUMO1 binding to a labelled peptide, TR-FRET, 1 h; in the data active means inhibition above about 37%
Scp1 inh – blocks human Scp-1 phosphatase activity; AID 493091; inhibition, % at 20 µM; 340,000 tested, 0.88% active; Recombinant Scp1, phosphopeptide, malachite green phosphate absorbance; Q9GZU7;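 active means inhibition above about 50% at 20 µM, limit read from the data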;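 further: plate controls were DMSO wells with enzyme for no effect and wells lacking enzyme for full effect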
Target sequence (Q9GZU7 76-261 limits assumed): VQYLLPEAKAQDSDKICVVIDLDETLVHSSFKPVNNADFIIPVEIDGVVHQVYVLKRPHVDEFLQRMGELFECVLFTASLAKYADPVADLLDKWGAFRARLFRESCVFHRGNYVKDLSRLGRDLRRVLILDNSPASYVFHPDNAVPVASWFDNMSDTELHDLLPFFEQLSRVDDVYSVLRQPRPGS
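Material – SCP-1 phosphatase catalytic domain, residues 76-261 · Buffer or medium – Acidic Tris acetate buffer with magnesium and detergent · Also added – Phospho 17-mer peptide substrate · Compound – single 20 µM dose, 1% DMSO · Times – 45 min room-temperature reaction, 5 min colour, 30 min stabiliser · Technique – Phosphate-binding colour reagent, absorbance read at 630 nm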
NadD block – NadD (S. aureus) enzyme inhibition; purified NadD enzyme, colorimetric absorbance read-out; inhibition, % at 20 µM; 360,000 tested, 0.78% active; AID 602399; in the data active means inhibition above about 26%; further: some compounds past the cut are filed as inactive
DNMT1 inh – inhibitors of human DNMT1. P26358. DNMT1 molecular beacon, Hinp1I cleavage, fluorescence. inhibition (reported as % activation of signal), % at 10 µM. 360,000 tested, 0.83% active; in the data active means inhibition above about 50%
Rin1 Abl inh – inhibitors of human Rin1-Abl protein interaction; TR-FRET Rin1/Abl binding, biochemical; inhibition, % at 7.35 µM; 360,000 tested, 0.4% active; in the data active means inhibition above about 5%, passing the limit was not always enough
An asterisk follows results filed as active; i = inactive; · = no result given; + = active, no number.

SMILES	STEP inh	Neddylation inh	LMPTP block	CSN deneddyl inh	Rpn11 block	SUMO1 PPI mod	Scp1 inh	NadD block	DNMT1 inh	Rin1 Abl inh
Clc1ccc(-c2cc(CSc3ccccc3)on2)cc1	1	i	2.8	5	i	0	-14	-3	-3	-4
CCN(CC)CC(=O)Nc1ccc2c(c1)Nc1ccccc1CC2	-2	i	1.4	5	i	-1	-3	0	-13	-3
Cc1ccc(S(=O)(=O)Nc2ccc3c(c2)C(=O)N([C@H](C)CO)C[C@H](C)[C@@H](CN(C)C(=O)Nc2ccc4c(c2)OCO4)O3)cc1	0	i	-1.2	0	i	8	-2	1	7	5
Cc1nc(SCC(=O)c2ccc(Cl)cc2)c([N+](=O)[O-])[nH]1	-10	i	-0.4	10	i	-17	-9	1	9	-3
Cc1cc(=O)oc2cc(OCC(=O)N3CCCC3)ccc12	-2	+	0.1	-5	i	-4	6	-5	4	1
COc1cccc(OCCCCN2CC(C)OC(C)C2)c1 (stereo not drawn)	2	i	-2.1	-4	i	-2	-8	0	0	1
CCN(CC(=O)Nc1c(F)cccc1F)C(=O)CCN1C(=O)C2CCCCC2C1=O (stereo not drawn)	0	i	-1.5	0	i	2	-7	-5	-2	4
O=C(NCCCN1CCOCC1)c1ccc2c(c1)N(Cc1ccccc1)C(=O)c1ccccc1S2	-1	i	-1.7	2	i	1	-10	-2	-2	1
CC(C)CN1CC(C)C(=O)NC1=S (stereo not drawn)	1	i	-3.0	0	i	3	-8	-2	1	0
CCOC(=O)C1CCCN(C(=O)c2ccc3c(=O)n(CCOC)c(=S)[nH]c3c2)C1 (stereo not drawn)	2	i	-1.1	-1	i	4	0	-2	0	-4
CCN(CC)S(=O)(=O)c1cc(NC(=O)COC(=O)C2CCC2)ccc1C	4	i	-1.1	5	i	0	-9	0	-1	2
O=S(=O)(c1ccccc1)c1ncc(C(F)(F)F)cc1Cl	1	i	1.2	-10	i	0	-3	-4	32	5
Cc1cc(C)c(-c2c(O)c3cccnc3n(C)c2=O)c(C)c1	1	i	2.1	-4	i	-2	0	-5	3	2
O=C(Nc1sc2c(c1C(=O)O)CCC2)c1cccc(Cl)c1	6	i	-1.3	-1	i	9	-16	-4	-2	0
COc1ccc(CCNC(=O)CCCN2C(=O)C(c3ccccc3)Oc3cccnc32)cc1OC (stereo not drawn)	-1	i	-0.3	-3	i	7	-5	-6	1	4
Cc1ccsc1C(=O)NNC(=O)C1C2C=CC(C2)C1C(=O)O (stereo not drawn)	0	i	-1.2	-18	i	-3	1	-2	1	0
Cc1nc(SC(C(=O)c2ccccc2)c2ccccc2)n[nH]1 (stereo not drawn)	0	i	-0.7	3	i	-1	2	-7	4	0
CCOC(=O)c1c(NC(=O)C2CC2)sc2c1CC(C)(C)OC2	3	i	1.5	0	i	5	-27	-6	2	1
CC(=O)c1cccc(NC(=O)c2ccc(-c3ccccc3[N+](=O)[O-])o2)c1	-1	i	0.9	-2	i	-19	-15	-8	-12	0
CCC(Oc1cccc(C)c1)C(=O)Nc1ccccc1C(=O)N1CCOCC1 (stereo not drawn)	-2	i	-1.2	0	i	2	-15	-4	-1	3
NC(=O)c1ccc(-c2nnc(Nc3ccc(S(N)(=O)=O)cc3)c3ccccc23)cc1	1	i	7.8	7	i	24	-9	-1	3	3
C=CCNC(=O)/C(=C\C=C\c1ccccc1)NC(=O)c1ccccc1Cl	-1	i	-0.5	2	i	-7	-5	-1	-1	-3
CC(=O)c1ccc(N(C)C)c2c(N(C)C)cccc12	-5	i	-1.6	2	i	-13	0	1	-7	-2
CC1(C(=O)NS(=O)(=O)c2cccc(Cl)c2)CCN1C(=O)CC1CCCCC1 (stereo not drawn)	-1	i	-1.8	0	i	0	·	-7	1	-3
O=C(C1=C(O)C(=O)N(Cc2ccco2)C1c1cccs1)c1cccs1 (stereo not drawn)	0	i	-2.2	-3	i	-3	7	0	5	-3

In another format: two of the compounds above.
SMILES | STEP inh | Neddylation inh | LMPTP block | CSN deneddyl inh | Rpn11 block | SUMO1 PPI mod | Scp1 inh | NadD block | DNMT1 inh | Rin1 Abl inh
Cc1nc(SCC(=O)c2ccc(Cl)cc2)c([N+](=O)[O-])[nH]1 | -10 | i | -0.4 | 10 | i | -17 | -9 | 1 | 9 | -3
O=C(C1=C(O)C(=O)N(Cc2ccco2)C1c1cccs1)c1cccs1 (stereo not drawn) | 0 | i | -2.2 | -3 | i | -3 | 7 | 0 | 5 | -3

Additional results follow:
SMILES	STEP inh	Neddylation inh	LMPTP block	CSN deneddyl inh	Rpn11 block	SUMO1 PPI mod	Scp1 inh	NadD block	DNMT1 inh	Rin1 Abl inh
CCOc1cccc2sc(=NC(=O)c3ccco3)n(CC(=O)OC)c12	0	·	0.5	2	i	-2	-7	-13	0	-2
O=C(Nc1ccccc1)NC1(C(=O)NCc2cccs2)CCCCC1	-3	i	0.6	5	i	1	5	2	5	0
CCOC(=O)N1CCC(NC(=O)c2cc(S(=O)(=O)N3CCOCC3)ccc2F)CC1	-1	i	-1.1	-3	i	5	-8	-5	2	2
CC(=O)N1N=C(c2ccc(Br)cc2)OC12CCCC2	-2	·	-0.4	-3	i	3	-14	-7	1	-3
CC(C)C(NC(=O)c1ccc(C(C)(C)C)cc1)C(=O)NCc1ccccn1 (stereo not drawn)	-2	i	0.4	0	i	2	-4	5	-4	4
Cn1c(SCc2nc3ccccc3n2CCO)nc2ccccc21	-2	i	-1.3	-5	i	1	4	-3	3	-4
COc1ccc(C(C)C)cc1-c1cncc(NC(C)=O)n1	-1	i	-1.6	-2	i	0	·	-3	-3	1
O=C(O)c1ccn(COc2ccc(Br)cc2)n1	0	i	0.8	112	i	0	-3	-1	2	1
Cc1[nH]c(=O)[nH]c(=O)c1S(=O)(=O)N1CCCC(C(=O)N2CCC(Cc3ccccc3)CC2)C1 (stereo not drawn)	-1	i	-1.4	4	i	6	-9	0	3	0
Cc1ccc(CNC(=O)C(=O)NCC2OCCN2S(=O)(=O)c2cccs2)cc1 (stereo not drawn)	4	i	-2.5	-1	i	3	-9	-4	-7	-1
CC(C)n1c(C(=O)OCC(=O)NCc2ccc3c(c2)OCO3)cc2occc21	4	i	0.6	1	i	-1	-12	-9	-7	-1
Cc1ccc(-c2cc(N)n3nc(-c4ccc(C)cc4)cc3n2)cc1	1	·	-0.9	3	i	-2	14	4	2	-4
COc1ccc(CNC(=O)C2CC(C)=C(C)CC2C(=O)O)cc1OC (stereo not drawn)	-3	i	-0.9	3	i	3	-7	-1	-1	1
COc1ccc(NS(=O)(=O)c2cccc(C(=O)NNC(=O)c3ccccc3OC)c2)cc1	0	i	-0.8	-2	i	3	-3	-3	0	-1
N#Cc1c(-c2ccco2)nc(SCc2ccc(F)cc2)[nH]c1=O	6	i	1.2	4	i	0	35	3	12	-149
COc1cc(C(=O)NCC(=O)N2CC=C(c3ccccc3)CC2)cc(OC)c1OC	4	i	-0.6	-4	i	5	-8	0	1	-1
COc1ccc(C(=O)Nc2ccccc2C(=O)Nc2cc(C)ccn2)cc1	10	i	1.1	-1	i	2	7	-2	-9	0
O=C(O)C1=CCNCC1	-1	i	-2.5	-1	i	-1	-1	0	1	0
CCOc1cccc2sc(N(CCN(C)C)C(=O)/C=C/c3cccs3)nc12	3	i	0.4	3	i	-24	7	5	-4	-8
Cc1nn(Cc2ccccc2)c(C)c1C(=O)N1CCN(CC(=O)Nc2ccccc2Cl)CC1	-2	i	-0.7	-5	i	-5	-5	-10	0	2
C=CCC[C@@H](CCCCC)OC(=O)/C=C/[C@H](O)[C@@H](O)C[C@@H](O)CC=C	·	i	1.2	-2	·	7	·	-5	·	·
O=C(OCc1cn(-c2ccc(Cl)cc2)nn1)c1ccccc1	2	i	-0.6	-2	i	2	-32	-4	1	-1
COc1cccc(NC(=O)c2ccccc2OCc2c(C)noc2C)c1	-2	i	1.0	-4	i	0	-7	-5	0	1
CCC(C)[C@H](NC(=O)N1CCC(C)CC1)C(=O)OC (stereo partly drawn)	-2	i	-0.7	0	i	-2	0	-9	2	-1
c1cc2c(cc1C1=NNC(=NC3CC3)SC1)OCCO2	0	i	1.4	1	i	-8	-3	3	-12	0
CC(CCc1ccccc1)NC(=O)CSc1cccc[n+]1[O-] (stereo not drawn)	-2	i	0.1	6	i	2	-6	-7	6	1
CC(C)c1ccc(Nc2c([N+](=O)[O-])c(=O)n(C)c3ccccc23)cc1	1	i	2.5	4	i	-21	-7	-4	5	-5
Cc1ccc(CNc2ccc(N3CCN(C)CC3=O)cc2)cc1	1	i	-1.7	-3	i	-3	0	-3	1	0
COc1ccc(/C=C(\NC(=O)c2ccc(OC)c(OC)c2)C(=O)NCCc2c[nH]c3ccccc23)cc1	3	i	0.0	-3	i	7	0	8	-3	0

Filtered by structure: the compounds so far containing a Cl atom.
SMILES	STEP inh	Neddylation inh	LMPTP block	CSN deneddyl inh	Rpn11 block	SUMO1 PPI mod	Scp1 inh	NadD block	DNMT1 inh	Rin1 Abl inh
Clc1ccc(-c2cc(CSc3ccccc3)on2)cc1	1	i	2.8	5	i	0	-14	-3	-3	-4
Cc1nc(SCC(=O)c2ccc(Cl)cc2)c([N+](=O)[O-])[nH]1	-10	i	-0.4	10	i	-17	-9	1	9	-3
O=S(=O)(c1ccccc1)c1ncc(C(F)(F)F)cc1Cl	1	i	1.2	-10	i	0	-3	-4	32	5
O=C(Nc1sc2c(c1C(=O)O)CCC2)c1cccc(Cl)c1	6	i	-1.3	-1	i	9	-16	-4	-2	0
C=CCNC(=O)/C(=C\C=C\c1ccccc1)NC(=O)c1ccccc1Cl	-1	i	-0.5	2	i	-7	-5	-1	-1	-3
CC1(C(=O)NS(=O)(=O)c2cccc(Cl)c2)CCN1C(=O)CC1CCCCC1 (stereo not drawn)	-1	i	-1.8	0	i	0	·	-7	1	-3
Cc1nn(Cc2ccccc2)c(C)c1C(=O)N1CCN(CC(=O)Nc2ccccc2Cl)CC1	-2	i	-0.7	-5	i	-5	-5	-10	0	2
O=C(OCc1cn(-c2ccc(Cl)cc2)nn1)c1ccccc1	2	i	-0.6	-2	i	2	-32	-4	1	-1
